# Source: PubChem
# 15-hLO-2 inh – blocks human 15-lipoxygenase 2 activity; O15296; purified 15hLO-2, xylenol orange hydroperoxide absorbance; Potency, µM (titrated, usually from 57.1 µM), without a hit: at the highest dose activity change, negative = inhibition, most hits filed as inhibitors; 110,000 compounds, 0.56% hits; AID 881; also: potency is read from the fitted curve at half-maximal effect; nearly all actives have a fitted effect of over 60% in size; many of its hits are not listed in these tables
# Target sequence (O15296 whole entry, looked up): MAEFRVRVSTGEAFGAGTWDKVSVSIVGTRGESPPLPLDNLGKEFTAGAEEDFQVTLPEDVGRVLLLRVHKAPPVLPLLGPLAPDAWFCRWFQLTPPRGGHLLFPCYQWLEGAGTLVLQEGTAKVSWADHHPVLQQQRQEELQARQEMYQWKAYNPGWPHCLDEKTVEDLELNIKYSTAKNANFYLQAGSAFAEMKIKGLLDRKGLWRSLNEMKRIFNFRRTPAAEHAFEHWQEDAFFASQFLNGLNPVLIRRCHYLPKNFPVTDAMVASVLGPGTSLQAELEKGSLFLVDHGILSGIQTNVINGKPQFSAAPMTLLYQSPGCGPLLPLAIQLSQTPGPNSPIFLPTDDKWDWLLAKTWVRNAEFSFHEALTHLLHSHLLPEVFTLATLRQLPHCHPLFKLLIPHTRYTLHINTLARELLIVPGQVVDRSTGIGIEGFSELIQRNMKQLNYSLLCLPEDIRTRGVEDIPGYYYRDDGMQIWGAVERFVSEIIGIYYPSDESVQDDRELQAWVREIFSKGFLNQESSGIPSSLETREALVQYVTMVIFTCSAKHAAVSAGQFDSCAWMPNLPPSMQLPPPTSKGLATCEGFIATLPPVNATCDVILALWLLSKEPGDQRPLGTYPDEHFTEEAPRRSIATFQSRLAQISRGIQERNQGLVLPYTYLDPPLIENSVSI
#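 Enzyme 50 nM, AA 45 uM, 25 mM Hepes pH 7.5 + 0.01% Triton X-100; cpd preinc 15 min RT, rxn 90 min RT; stop/detect with 200 uM XO + 300 uM Fe(II) in 50 mM H2SO4, 30 min; A573/A405.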
# IMPase inh – membrane-permeable compound that blocks inositol monophosphatase; inhibition (IP1 accumulation), % at 46.1 µM; 120,000 tested, under 10 active; CHO-M1 cells, IP1 accumulation, HTRF TR-FRET ratio; P97697; active = well fitted curve in the direction sought with a large enough effect in the signal ratio, not every such curve was filed as active; inconclusive = small, poorly fitted or top-dose-only effect, or a change in a side signal; inactive = no such curve, though single readings can be large or run the other way; the % refers to the signal ratio;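 also: cells stimulated with carbachol in lithium chloride buffer; plate controls were DMSO basal wells for no effect and reference inhibitor wells for full effect; higher means more IMPase inhibition seen as more IP1 and lower FRET ratio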
# Target sequence (P97697 whole entry, looked up): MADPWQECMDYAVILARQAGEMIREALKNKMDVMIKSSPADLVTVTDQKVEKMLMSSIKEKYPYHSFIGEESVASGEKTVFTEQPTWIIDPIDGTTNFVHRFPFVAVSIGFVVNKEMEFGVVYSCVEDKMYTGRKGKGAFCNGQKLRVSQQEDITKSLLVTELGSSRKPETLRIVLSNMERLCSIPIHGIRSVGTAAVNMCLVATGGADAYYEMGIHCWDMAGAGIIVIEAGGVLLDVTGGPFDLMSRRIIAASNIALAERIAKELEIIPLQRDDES
#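 Seeded CHO-M1 cells were dosed with compound at up to 46 uM, stimulated with carbachol for 30 min, then lysed in IP-One detection reagents. Higher IP1 lowers the TR-FRET signal.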
# PNC inhibitor – inhibitors of perinucleolar compartment assembly; PC3M PTB-GFP, PNC prevalence imaging, 16 h; active compounds read low; activity change (PNC), negative = inhibition, % at 10 µM; 140,000 compounds, 3.1% hits; AID 2417;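 active = readout at or below -70, meaning at least 70% loss of cells showing the perinucleolar compartment, a nuclear body marking cancer cells; inconclusive = readout between -30 and a set limit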;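 also: plate controls were DMSO wells for no effect and camptothecin positive control wells for full effect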
#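 Compounds are pinned in duplicate onto adhered PC3M cells stably expressing GFP-tagged PTB and incubated 16 h at 37 C. Cells are then fixed, nuclei stained with Hoechst, and PNC-positive cells counted.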
# 12-hLO inh – inhibitors of human 12-lipoxygenase (ALOX12); P18054; purified 12-hLO, xylenol orange hydroperoxide absorbance; Potency, µM (top dose mostly 57.1 µM), inactives show at the top dose activity change, negative = inhibition, hits mostly inhibitors; 150,000 compounds, 0.12% hits; AID 1452; also: potency is read from the fitted curve at half-maximal effect; nearly all actives have a fitted effect of over 55% in size; many of its hits are not listed in these tables
#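 Xylenol orange chromogenic assay: hydroperoxide from 12hLO oxidises Fe(II), giving red-shifted Fe(III)-XO absorbance. Conditions: 150 nM enzyme, 40 uM arachidonic acid, 25 mM Hepes pH 7.0, 0.01% Triton X-100, 30 min, room temperature.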
# * marks the source's active call; other numbers are inactive results; ? = inconclusive; . = not tested or not shown; [ ] = remark or other dose. Unless noted, calls follow the shape of the dose curve; as a rule, active = well fitted curve in the direction sought with a large enough effect; inconclusive = small, poorly fitted or top-dose-only effect, or another doubt; inactive = no such curve, though single readings can be large; an effect the other way counts as inactive or inconclusive. Unless noted, % is scaled to controls: 0 for no effect and ±100 for the full control effect. This is a subset; rates above refer to the full screens.
SMILES,15-hLO-2 inh,IMPase inh,PNC inhibitor,12-hLO inh
CCc1nc(SCC(=O)N2CC(=O)Nc3ccccc32)c2c(C)c(C)sc2n1,15%,-1,79,3%
O=C(c1ccc2c(=O)n(Cc3ccc4c(c3)OCO4)c(=S)[nH]c2c1)N1CCCCC1,0%,-3,?,0%
O=C(N/C=C\c1ccccc1)NCc1ccc(Cl)cc1,-8%,2,23,-25%
O=C(c1ccc(S(=O)(=O)Cc2cc(F)ccc2F)c([N+](=O)[O-])c1)N1CCCCC1,.,19,-29,3%
CC(/C=N/NC(=O)c1cc(-c2cccnc2)nc2c1c(C)nn2-c1ccccc1)=C\c1ccccc1,.,4,-29,-2%
O=C(CCC(=O)N(CC(=O)NC1CCCCC1)Cc1ccco1)Nc1nccs1,-4%,1,?,-6%
Cc1noc(NS(=O)(=O)c2ccc(NC(=O)CSc3nc4c(cc3C#N)CCC4)cc2)c1C,.,-3,-1,-4%
Fc1ccccc1NC(=S)N1CCN(Cc2ccccc2)CC1,.,.,12,-1%
O=C1CC(c2ccccc2)c2ccc(O)cc2O1 (stereo not given),-2%,-1,-29,-2%
CCOC(=O)c1c(CNCCN(CC)CC)n(C)c2cc(Br)c(OC)cc12,41%[activator],8,?,16%
Cc1nn(-c2cc(N(S(C)(=O)=O)S(C)(=O)=O)c(Cl)cc2Cl)c(=O)n1C,.,.,49,3%
Cc1ccccc1C(=O)Nc1cccc(NC(=O)Cn2cnc3c(=O)n(C)c(=O)n(C)c32)c1,-7%,3,-27,5%
O=C(CCc1nc2ccccc2c(=O)[nH]1)OCC(=O)N1CCN(S(=O)(=O)c2ccccc2)CC1,.,-3,42,0%
Cc1ccnc(NC(=O)CCC(=O)N(CC(=O)NC2CCCCC2)CC2CCCO2)c1 (stereo not given),-2%,1,13,-4%
CN(CC(=O)NC1CCCCC1)S(=O)(=O)c1ccc(Br)s1,7%,-1,-12,-1%
C/C(=N\Nc1nc2ccccc2s1)c1ccc2c(c1)OCO2,.,.,30,-15%
COc1cccc(OCC(O)CO)c1 (stereo not given),-8%,?,32,-1%
Cc1cc(NC(=O)c2ccc3c(c2)C(=O)N(C)C3=O)no1,4%,-7,24,-3%
O=C(O)/C(Cc1ccnc2ccccc12)=N\O,-4%[11.4 µM],.,.,-8%[11.4 µM]
O=C(NCc1ccco1)C(c1ccccc1)N(C(=O)Cc1cccs1)c1ccccc1F (stereo not given),1%,7,-30,2%
COc1ccc(-c2ccc(S(=O)(=O)N3CCOCC3)cc2)cc1,-2%,-3,29,2%
O=c1c2ccccc2nc2n1C(CSc1ccc(F)cc1)CN2 (stereo not given),-7%,0,20,0%
C=CCOC(=O)C1=C(C)NC(=S)NC1c1cccs1 (stereo not given),.,.,-6,-4%
Nc1c(C(=O)NC2CCCCC2)c2nc3ccccc3nc2n1/N=C/c1ccco1,5%,1,26,-3%
COc1cc(/C=C/C(=O)Nc2ccc(N3CCCCC3)c(S(=O)(=O)Nc3ccccc3Cl)c2)cc(OC)c1OC,.,.,?,5%
COc1ccc(/C=C/C(=O)OCC(=O)N2CC(=O)Nc3ccccc32)cc1,.,6,37,-1%
COc1ccc2c(C)cc(SCC(=O)Nc3ncc(Cl)cc3Cl)nc2c1,.,.,9,-3%
O=C(Nc1cccn(Cc2c(Cl)cccc2Cl)c1=O)c1ccc(Cl)cc1,1%,-5,11,-4%
CC(C)NC(=O)c1onc(CSc2ccccc2)c1C(=O)O,-1%,-4,83,2%
CCOC(=O)c1c(NC(=O)COC(=O)c2cc(OC)c(OC)cc2[N+](=O)[O-])sc(C)c1CC,.,.,?,-3%
COc1ccc(OC)c(/C=N/NC(=O)c2cc[n+](CC(=O)c3ccccc3)cc2)c1,10%,4,4,2%
CCOC(=O)N1CCN(CC(=O)Nc2cc(OCC)ccc2OCC)CC1,.,6,-1,-3%
O=C(NC(NC(=S)N1CCOCC1)C(Cl)(Cl)Cl)c1ccc(Cl)cc1 (stereo not given),.,-3,?,-3%
O=[N+]([O-])c1ccccc1N/N=C\c1ccccc1Cl,-25%[11.4 µM],-2[1.84 µM],0,3%
Cc1ccc(-n2c3c(c(=O)[nH]c2=O)C(C(F)(F)F)(C(F)(F)F)NC(=O)N3)cc1,-4%,3,27,6%
CCOC(=O)NC(=O)/C(C=Nc1ccc(Cl)c(Cl)c1Cl)=C(\C)O,.,.,51,3%

# The final 2 compounds of the section before come first, to join the parts.
SMILES,15-hLO-2 inh,IMPase inh,PNC inhibitor,12-hLO inh
Cc1ccc(-n2c3c(c(=O)[nH]c2=O)C(C(F)(F)F)(C(F)(F)F)NC(=O)N3)cc1,-4%,3,27,6%
CCOC(=O)NC(=O)/C(C=Nc1ccc(Cl)c(Cl)c1Cl)=C(\C)O,.,.,51,3%
CCn1c2ccccc2c2cc(/C=N/n3c(C)nnc3C)ccc21,12%,1,?,8%
O=C(CNC(=O)C(c1ccccc1)c1ccccc1)N/N=C/c1ccc(O)c([N+](=O)[O-])c1,.,.,64,0%
CCCCOC(=O)Nc1nnc(-c2ccccc2OC)s1,-3%,-14,32,-4%
CCC(CC)c1nc(C#N)c(NC(C)c2ccccc2)o1 (stereo not given),.,.,-26,-10%
c1ccc(Cc2nnc3sc(-c4ccco4)nn23)cc1,-15%,1,50,-6%
O=C(N/N=C/c1ccc(OC(=O)c2ccccc2)cc1)c1ccc(CN2CCOCC2)cc1,1%,1,68,0%
O=C(CN1CCC(C(O)(c2ccccc2)c2ccccc2)CC1)Nc1ccccc1,71%[activator],5,21,-5%
CC(C(=O)N1CCOCC1)(c1ccccc1)c1ccccc1,-4%,-1,?,0%
Cc1noc(C)c1C(=O)NCCCN1CCCC1=O,4%[2.29 µM],9,-7,0%
CCc1ccc(N=C2N=C(N)c3ccccc32)cc1,27%,0,?,-9%
CCN(Cc1cc2cc(OC)ccc2[nH]c1=O)C(=O)c1ccncc1,2%,1,5,3%
CC(=O)N1CCC(N(CCN2CCOCC2)C(=S)Nc2ccccc2C)CC1,.,.,-112*,-3%

# Arranged by SMILES length (falling): three of the compounds above
SMILES,15-hLO-2 inh,IMPase inh,PNC inhibitor,12-hLO inh
O=C(N/N=C/c1ccc(OC(=O)c2ccccc2)cc1)c1ccc(CN2CCOCC2)cc1,1%,1,68,0%
CCn1c2ccccc2c2cc(/C=N/n3c(C)nnc3C)ccc21,12%,1,?,8%
c1ccc(Cc2nnc3sc(-c4ccco4)nn23)cc1,-15%,1,50,-6%

# Further records:
SMILES,15-hLO-2 inh,IMPase inh,PNC inhibitor,12-hLO inh
Cc1ccc(S(=O)(=O)Oc2cc(S(=O)(=O)O)cc3cc(S(=O)(=O)O)cc(N)c23)cc1,3%[11.4 µM],.,.,3%[11.4 µM]
COc1ccc(OC)c2c(N3CCN(C)CC3)cc(C(F)(F)F)nc12,-7%,-10,?,-3%
N#CCSc1nc(-c2ccccc2)cs1,-19%[11.4 µM],-1[1.84 µM],-28,-7%
C(=N\N(c1ccccc1)c1ccccc1)/c1ccc2c(c1)OCO2,-18%,5,-26,5%
Cc1cccc2cc3ccc4ccccc4c3cc12,0%[11.4 µM],.,.,-4%[11.4 µM]
Cc1cccc(C(=O)Nc2scc(CC(C)C)c2C(=O)O)c1,.,.,-98*,-1%
Cc1nn(CC(=O)NCc2ccccc2Cl)c(C)c1[N+](=O)[O-],-1%,5,-12,3%
Cc1cc(F)ccc1NCC(=O)Nc1ccc(Br)cc1C,.,1,?,-14%
CN1CCN(C(=S)c2ccc(Br)cc2)CC1,.,6,-16,2%
O=C(c1cccc(F)c1)N1CCCC(C(=O)N2CCCC2)C1 (stereo not given),-3%,3,?,2%
O=C(N/N=C\c1ccc([N+](=O)[O-])s1)c1cncc(Br)c1,.,.,-102*,1%
COc1ccc(C(=O)Nn2c(SCC(=O)NCc3ccco3)nc3ccccc3c2=O)cc1,9%,-3,-21,-3%
COc1ccccc1N1CCN(CCCNC(=O)Nc2ccccc2C)CC1,5%,1,34,0%
COCCSc1ccccc1C(=O)Nc1cccnc1,?,0,33,-2%
O=C(NCc1ccncc1)C(F)(F)C(F)(F)C(=O)NCc1ccncc1,3%,-7,19,0%
COc1ccc(-n2c(O)c(/C=N/NS(=O)(=O)c3ccc(C)cc3)c3ccccc3c2=O)cc1OC,.,.,-24,-6%
CCc1nnc(NC(=O)C2CCCN(c3nc4ccccc4s3)C2)s1 (stereo not given),5%,7,-19,-8%
CCC(=O)Nc1cccc(NC(=O)c2ccccc2Br)c1,.,-10,-10,0%
Cc1cc(C)cc(NC(=O)Cn2c(SCc3cc(C)ccc3C)nc3ccncc32)c1,.,.,47,-2%
O=C(CN1C(=O)NC2(CCCCC2)C1=O)NC1CCCc2ccccc21 (stereo not given),.,-12,15,-2%
CC(CCc1ccccc1)NC(=O)c1nnc(Cc2ccc(Cl)cc2)o1 (stereo not given),-1%,-4,-24,-11%
Cn1c(=O)c(-c2cc(F)cc(F)c2)nc2cnc(Oc3ccccc3)nc21,4%,.,.,-4%
O=C(O)c1cccnc1SCC(=O)N1CCCCCC1,-3%,0,38,2%
CC(=O)C1C(=O)C=C(c2ccco2)CC1c1ccccc1 (stereo not given),-28%,?,4,-21%

# Quoted from the listing:
# Value of O=C(O)c1cccnc1SCC(=O)N1CCCCCC1 in IMPase inh: 0
# Value of CCc1nnc(NC(=O)C2CCCN(c3nc4ccccc4s3)C2)s1 (stereo not given) in 12-hLO inh: -8%

# More records:
SMILES,15-hLO-2 inh,IMPase inh,PNC inhibitor,12-hLO inh
CC[C@H](C)[C@@H](NC(=O)O[C@@H]1C(=O)c2cc(OC)ccc2O[C@H]1c1ccc(OC)c(Br)c1)C(=O)OC,.,.,52,-12%
COc1ccc(C(=O)O/N=C/c2ccc(S(=O)c3ccc(Cl)cc3)nc2)cc1 (stereo not given),-6%,0,-20,0%
CCOC(=O)c1c(N)n(CC(C)NC(=O)C2CC2)c2nc3ccccc3nc12 (stereo not given),-9%,-10,102,-1%
Cc1ccc(CN2CCN(/N=C/c3ccc(C)s3)CC2)c(C)c1,.,.,-27,-2%
COc1ccc(-c2nn(-c3ccccc3)cc2C(=O)O)cc1,-10%,2,-5,6%
O=C(c1ccc2c(c1)OCO2)N1CCN(C(=O)c2ccco2)CC1,1%,-2,54,0%
O=C(Nc1cccc(Cl)c1)N(Cc1nc2ccccc2c(=O)[nH]1)C1CCCC1,3%,0,-7,5%
COc1ccc(S(=O)(=O)N2CCN(CCC(=O)Nc3ccccc3F)CC2)cc1,3%,2,-8,5%
O=C(NCS(=O)(=O)c1ccccc1)c1ccccc1,7%,-8,1,-4%
O=C(CSc1nnc(CCCN2C(=O)c3cccc4cccc(c34)C2=O)n1-c1ccccc1)NCCCN1CCOCC1,.,.,-17,1%
O=C(/C=C/c1ccc(Cl)cc1)c1cccnc1,-14%,8,-1,-8%
Cc1ccc(NC(=S)N2CCN(Cc3ccccc3)CC2)c(C)c1,.,-7,-27,-2%
CCCn1c(/N=C/c2c[nH]c3ccccc23)nc2ccccc21,45%[activator],4,31,-24%
C=CCC(C(=O)OC)(C(=O)OC)c1ccc([N+](=O)[O-])cn1,0%,11,50,-7%

# Profiles, looked up by structure. Order of values: 15-hLO-2 inh | IMPase inh | PNC inhibitor | 12-hLO inh
# O=C(CNC(=O)C(c1ccccc1)c1ccccc1)N/N=C/c1ccc(O)c([N+](=O)[O-])c1 is entered as . | . | 64 | 0%
# N#CCSc1nc(-c2ccccc2)cs1 is entered as -19%[11.4 µM] | -1[1.84 µM] | -28 | -7%
# CC(=O)N1CCC(N(CCN2CCOCC2)C(=S)Nc2ccccc2C)CC1 is entered as . | . | -112* | -3%
# COc1ccc(/C=C/C(=O)OCC(=O)N2CC(=O)Nc3ccccc32)cc1 is entered as . | 6 | 37 | -1%
# O=C(O)/C(Cc1ccnc2ccccc12)=N\O is entered as -4%[11.4 µM] | . | . | -8%[11.4 µM]
